Screens (PubChem)
HCV core dimer – blocks dimerization of HCV core protein. TR-FRET GST/Flag-core106 dimerization, 1536-well. inhibition, % at 5 µM. hit rate 0.33% among 300,000;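 active means inhibition above the mean of all tested compounds plus 3 SD, set per screening campaign, cut at about 45% in these data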
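Material: GST/Flag-tagged HCV core106 proteins. Incubation: 4 h, 22.5 °C incubation. Read-out basis: inhibition (%) from 671 over 617 nm ratio. Measured by: TR-FRET, excitation 340 nm, emission 617 and 671 nm.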
GRK2 inh – blocks RNA aptamer binding to human GRK2. inhibition of aptamer binding, % at 10 µM. hit rate 0.59% among 330,000. bead flow cytometry, FAM-aptamer displacement from GRK2. AID 488847;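 active means inhibition of aptamer binding above 40%, roughly 3 SD of noise, on plates passing a quality check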;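 further: median bead fluorescence of bound FAM aptamer so fluorescent compounds give negative values; no value below 0 was filed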
Target sequence (P25098 whole entry, looked up): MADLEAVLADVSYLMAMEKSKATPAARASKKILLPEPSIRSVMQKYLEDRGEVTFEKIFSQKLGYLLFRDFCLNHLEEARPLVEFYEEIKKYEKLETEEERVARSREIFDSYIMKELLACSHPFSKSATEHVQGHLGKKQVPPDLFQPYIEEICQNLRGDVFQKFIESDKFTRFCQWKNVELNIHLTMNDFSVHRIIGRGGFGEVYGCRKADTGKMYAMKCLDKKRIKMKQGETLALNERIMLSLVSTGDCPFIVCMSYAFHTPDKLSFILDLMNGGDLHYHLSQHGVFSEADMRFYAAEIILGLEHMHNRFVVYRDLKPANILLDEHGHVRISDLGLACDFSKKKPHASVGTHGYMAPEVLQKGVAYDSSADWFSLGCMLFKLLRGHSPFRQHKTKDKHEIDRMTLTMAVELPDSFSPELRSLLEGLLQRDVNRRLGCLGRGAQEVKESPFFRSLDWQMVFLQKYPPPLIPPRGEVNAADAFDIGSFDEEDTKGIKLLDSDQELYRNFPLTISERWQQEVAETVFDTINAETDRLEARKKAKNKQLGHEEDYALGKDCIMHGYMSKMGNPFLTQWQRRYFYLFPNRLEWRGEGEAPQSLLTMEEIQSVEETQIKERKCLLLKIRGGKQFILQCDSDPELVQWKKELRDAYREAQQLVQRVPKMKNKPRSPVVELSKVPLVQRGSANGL
procasp3 activ – activates human procaspase-3; P42574; recombinant procaspase-3 D3A, Ac-DEVD-pNA absorbance 405 nm; activation, % at 8.5 µM; hit rate 0.11% among 330,000; AID 463141;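 active means activation above the mean of all tested compounds plus 3 SD, cut at about 21% in these data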;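 further: 0% = DMSO alone and 100% = DMSO wells spiked with extra 5 µM PC-3 D3A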
Target sequence (P42574 whole entry D9A/D28A/D175A): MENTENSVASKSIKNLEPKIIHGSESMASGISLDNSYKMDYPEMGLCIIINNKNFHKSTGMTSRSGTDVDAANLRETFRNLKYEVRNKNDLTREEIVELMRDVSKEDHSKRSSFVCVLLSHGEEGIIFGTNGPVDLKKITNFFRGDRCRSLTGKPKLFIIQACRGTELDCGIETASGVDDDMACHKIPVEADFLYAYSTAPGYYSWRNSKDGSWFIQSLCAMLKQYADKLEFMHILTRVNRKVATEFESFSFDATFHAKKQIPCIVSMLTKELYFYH
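Evaluation: percent activation relative to control range; Material: Procaspase-3 D3A mutant, all three cleavage aspartates alanine; Compound: single dose, 8.5 µM nominal compound, 0.8% DMSO; Replication: one well per compound; Signal: absorbance at 405 nm, 0 and 120 min; Schedule: 1 h preincubation plus 2 h reaction at 25 °C.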
CTSL1 counter – cathepsin L1 inhibition, PFM18AAP counter-screen | AID 1906 | hit rate 0.49% among 300,000 | recombinant F. hepatica cathepsin L1, Z-Leu-Arg-MCA fluorescence | inhibition, % at 5.96 µM;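 active means inhibition above the mean of all tested compounds plus 3 SD, set per screening campaign, cut at about 17% in these data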;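 further: 0% = plate median of test compound wells and 100% = 1 µM Z-Phe-Ala-diazomethylketone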
JMJD2C inh – blocks human GASC-1 demethylase activity. inhibition, % at 2.35 µM. hit rate 0.069% among 330,000. AID 2099. GST-JMJD2C(1-420) H3K9me3 demethylation, DELFIA europium. Q9H3R0;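 active means more than half of a compound's replicate wells show inhibition beyond 50%, single wells judged on their own value; inconclusive means some, but no more than half, of replicates pass 50% inhibition; inactive means no replicate passes 50% inhibition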;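 further: signal counts dimethyl H3K9 product captured on neutravidin plate; 0% = median of DMSO wells and 100% = 0.3 times that DMSO median; strong numbers were not always called active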
PP5 primary – blocks human protein phosphatase 5 activity. P53041. purified PP5c, OMFP substrate fluorescence. inhibition, % at 6.7 µM. hit rate 0.18% among 320,000. AID 1987;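 active means inhibition above the campaign's mean inhibition across all tested compounds plus 3 SD, cut at about 9.5% in these data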;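 further: 0% = DMSO only and 100% = 100 µM cantharidin control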
PP1 inh – blocks human PP1-alpha phosphatase, a PP5 counter-screen | P62136 | purified PP1alpha, OMFP fluorescence | inhibition, % at 6.7 µM | hit rate 0.9% among 320,000 | AID 2235;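 active means inhibition above the mean inhibition of all tested compounds plus 3 SD, computed separately for each screening campaign, cut at about 15% in these data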
proCasp7 act – activates human procaspase-7, counter-screen for procaspase-3 activators. P55210. recombinant procaspase-7, Ac-DEVD-pNA absorbance 405 nm; D23A/D198A/D206A triple mutant, cannot self-cleave; scale: DMSO 0, 5 µM enzyme 100. activation, % at 8.5 µM. hit rate 0.093% among 330,000. AID 463210;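 active means percent activation above the screen-wide mean plus 3 SD, cut at about 25% in these data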
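System: Uncleavable procaspase-7 mutant enzyme; Amount: 2 µM procaspase-7 mutant as dispensed; Schedule: 1 h compound preincubation, 2 h substrate cleavage, 25 °C; Measured by: 405 nm absorbance of p-nitroaniline; Evaluation: percent activation from buffer-corrected 0–120 min absorbance change; Control set: low DMSO alone, high DMSO plus 5 µM PC-7.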
VLA-4 inh – inhibition in a human VLA-4 binding assay | P13612 | VLA-4 expressing cells, ligand binding flow cytometry | inhibition, % (about 7 µM as worked out from the volumes in the protocol) | hit rate 0.2% among 330,000; in the data active means inhibition above about 50%
Active calls of the source: *; ? = inconclusive; . = not tested or not shown.

SMILES	HCV core dimer	GRK2 inh	procasp3 activ	CTSL1 counter	JMJD2C inh	PP5 primary	PP1 inh	proCasp7 act	VLA-4 inh
O=C(NCCC1=CCCCC1)C1CCN(S(=O)(=O)c2cccc3nonc23)CC1	12.2	1.0	0.4	2.6	-12.6	-1.3	-1.5	-4.3	17.3
Cc1cc(NC(=O)CSc2nnnn2-c2cc(Cl)ccc2C)no1	4.6	0.0	11.5	-1.1	11.3	0.7	-1.6	-3.3	-3.3
O=C(COC(=O)c1ccccc1F)NC1CC1	.	1.0	-2.3	.	9.3	-0.1	-6.2	6.0	10.9
COc1ccc(NS(=O)(=O)c2ccc3c(c2)oc(=O)n3C)c(OC)c1	-1.6	0.0	1.8	1.0	1.4	-1.8	0.0	3.4	13.7
CC(=O)Nc1ccc(OC(=O)CC2SC(=O)NC2=O)cc1 (centres undefined)	-4.1	6.0	2.1	-3.1	-2.0	-3.0	-1.3	10.9	12.6
O=C(Nc1cc(=O)[nH]c2ncnn12)c1ccccc1Cl	1.7	2.0	-5.8	-0.3	1.3	-1.9	-0.8	7.7	3.8
O=C1c2ccc(-c3nc4ccccc4o3)cc2C(=O)N1Cc1cccnc1	-0.3	2.0	0.7	-2.6	2.7	-0.5	-3.0	0.7	-13.3
Cn1c(Cn2c(=O)sc3ccccc32)nnc1SCC(=O)Nc1ccc(Cl)cc1	1.6	0.0	4.4	2.4	1.2	4.5	-0.3	-0.2	-8.1
CCOC(=O)CN(Cc1sccc1C)C(=O)Nc1ccc(OC)cc1OC	-5.1	0.0	-2.0	-1.8	0.6	2.7	3.3	-7.0	-1.9
Cc1ccc(OCC(=O)Nc2nnc(S(=O)(=O)N3CCCCCC3)s2)cc1	27.5	0.0	5.3	1.6	-5.5	1.0	8.8	8.2	-6.4
O=C(O)c1cc(S(=O)(=O)Nc2ccc3oc(=O)sc3c2)ccc1O	-10.0	3.0	-21.1	0.1	17.1	-1.0	1.6	-34.3	-7.2
Cc1ccc(C)c(NC(=O)c2ccc3nccnc3c2)c1	-6.1	0.0	7.3	1.9	-10.1	-0.7	-2.7	-7.1	3.8
COC(=O)n1c(SC)nc2ccccc21	4.1	0.0	7.7	-1.3	4.0	-1.4	0.3	-0.9	11.9
CCOC(=O)C1CCN(C(=O)Cn2cc(C(=O)c3ccco3)c3ccccc32)CC1	-0.5	1.0	0.5	-2.5	-0.9	0.4	-1.7	-0.7	2.5
COC(=O)CSc1nc(COc2ccccc2)nc2ccccc12	15.3	0.0	4.8	2.8	-6.1	2.4	-4.4	-3.3	-4.1
CCOc1ccc(C(=O)NC2=NCCS2)cc1	-3.1	2.0	-1.1	1.1	7.8	-3.3	0.2	6.5	7.8
COc1ccc(OC)c(CN2CCN(Cc3cccc4ccccc34)CC2)c1	0.9	0.0	2.7	-0.8	-2.1	0.8	2.0	11.0	41.8
O=C(CC1CCCCC1)N1CCC(c2nc(-c3ccc(S(=O)(=O)N4CCCC4)cc3)no2)CC1	11.5	0.0	-0.5	0.1	5.8	2.3	-0.3	-0.2	-0.5
COc1ccccc1OCCNC(=O)c1ccc2c(c1)OCCO2	-0.3	1.0	-3.1	0.1	6.0	1.2	-7.2	1.5	2.1
Cc1ccccc1-n1c(Cn2c(=O)sc3ccccc32)nnc1SCC(=O)N1CCCC1	-1.9	0.0	12.1	1.7	3.3	-3.1	-2.1	-2.3	-22.2
Cc1nc(Nc2ccc3c(c2)OCCO3)c2c(C)c(C)sc2n1	6.5	0.0	0.0	-0.4	7.6	1.0	0.1	5.5	-7.9
Cc1c(Cc2ccccc2)c(=O)oc2c(C)c(OCC(=O)NCC3CCC(C(=O)O)CC3)ccc12 (centres undefined)	5.4	1.0	-2.4	1.6	6.6	1.9	1.1	1.6	-3.4
Cc1ccc(-c2cc(C(F)F)nc(NCc3cccnc3)n2)cc1	-2.3	0.0	-4.5	2.9	2.3	0.2	1.9	0.8	-3.4
N=C1/C(=C\c2coc3ccccc3c2=O)C(=O)N=C2SC(c3ccncc3)=NN12	15.5	5.0	-8.9	4.7	25.4	-2.6	33.8*	-8.4	-3.2
COc1ccc(CN2C(=O)c3ccccc3C2C(=O)NCCc2ccccc2)c(OC)c1 (centres undefined)	-2.9	0.0	13.3	0.8	-7.6	-1.1	4.7	3.4	5.1

Overlap with the part before: 4 compounds; new compounds follow.
SMILES	HCV core dimer	GRK2 inh	procasp3 activ	CTSL1 counter	JMJD2C inh	PP5 primary	PP1 inh	proCasp7 act	VLA-4 inh
Cc1c(Cc2ccccc2)c(=O)oc2c(C)c(OCC(=O)NCC3CCC(C(=O)O)CC3)ccc12 (centres undefined)	5.4	1.0	-2.4	1.6	6.6	1.9	1.1	1.6	-3.4
Cc1ccc(-c2cc(C(F)F)nc(NCc3cccnc3)n2)cc1	-2.3	0.0	-4.5	2.9	2.3	0.2	1.9	0.8	-3.4
N=C1/C(=C\c2coc3ccccc3c2=O)C(=O)N=C2SC(c3ccncc3)=NN12	15.5	5.0	-8.9	4.7	25.4	-2.6	33.8*	-8.4	-3.2
COc1ccc(CN2C(=O)c3ccccc3C2C(=O)NCCc2ccccc2)c(OC)c1 (centres undefined)	-2.9	0.0	13.3	0.8	-7.6	-1.1	4.7	3.4	5.1
O=S(=O)(c1cccs1)N1CCC(CO)(Cc2cccc(F)c2)CC1	3.4	0.0	7.1	1.6	-21.5	2.4	-0.7	3.0	-11.9
CC(C)c1nc2c(s1)CCc1onc(-c3ccc(Cl)cc3)c1-2	-1.9	.	-0.4	0.1	-0.9	0.0	3.1	-5.9	.
Cc1ccc(C(=O)Oc2ccc([N+](=O)[O-])cc2)cc1S(=O)(=O)N1CCCCCC1	12.9	0.0	-0.6	-9.1	-5.1	-0.9	-0.7	-4.7	8.9
CC1(C)OC(C)(C)/C(=C\c2ccccc2[N+](=O)[O-])C1=O	-9.4	9.0	-2.5	-1.9	-2.8	1.4	-0.6	-2.7	-5.2
COc1ccccc1CCC(=O)N1CCN(S(=O)(=O)c2cccc(F)c2)CC1	0.7	0.0	-6.7	-3.1	-1.7	1.0	-7.1	8.6	-3.5
CN1CCC(=O)N(CCSc2ccc(Br)cc2)CC1	1.8	.	4.8	-2.9	0.3	4.4	1.3	-2.5	.
COc1ccc(-c2noc(CSc3nc(N)c(-c4ccccc4)c(=O)[nH]3)n2)cc1	1.6	2.0	8.9	2.2	2.9	1.0	2.9	-0.1	4.2
CCOc1ncccc1C(=O)OC(C)C(=O)Nc1ccc(CC)cc1 (centres undefined)	-7.7	1.0	6.5	-9.0	23.1	2.2	0.7	4.7	4.5
O=S(=O)(c1ccc2nc(SCc3ccc(Cl)cc3)[nH]c2c1)N1CCOCC1	0.1	0.0	-7.5	-0.4	1.7	1.4	0.8	-8.1	9.7
O=C1COc2ccc(C(=O)COC(=O)c3cc(S(=O)(=O)NCc4ccccc4)ccc3O)cc2N1	6.3	2.0	10.1	-1.0	-0.1	-1.1	2.2	7.0	1.4
COc1cc(C2C(C(=O)Nc3ccccc3OC)=C(C)Nc3ncnn32)ccc1O (centres undefined)	-45.1	0.0	-3.9	2.0	4.1	3.0	1.3	-1.9	10.6
CCn1c(/C=C2/C(=O)N(C)c3ccccc32)nc2ccccc2c1=O	15.9	0.0	2.3	-5.3	-12.5	2.4	2.8	-4.0	-17.8
CN(Cc1ccc(Cl)s1)C(=O)CSc1nnc(C2CC2)n1C1CC1	.	0.0	9.8	.	-10.1	1.1	-0.6	8.8	3.4
CCNC(=O)NC(=O)C(C)Oc1ccc(C(=O)OC)cc1 (centres undefined)	-0.1	4.0	11.4	-3.4	3.4	0.1	-5.0	-0.3	1.2
O=C(Nc1cccc(C(=O)O)c1)/C(=C\c1ccccc1)NC(=O)c1ccccc1	-4.7	2.0	0.8	1.9	0.5	-1.5	-4.3	0.9	9.9
Cc1csc(NC(=O)C2CCCO2)n1 (centres undefined)	-3.8	0.0	4.4	-3.4	-2.7	-0.3	-4.3	-2.0	-2.6
Cc1cc(C)c(NC(=O)CO/N=C2\CCCc3nonc32)c(C)c1	-11.4	1.0	7.2	5.5	0.6	-5.6	-15.2	-4.8	-1.5
COCCCn1c(=O)/c(=C\c2cccc(OC)c2OC)s/c1=C(/C#N)C(=O)Nc1ccc(C(=O)O)cc1	23.8	0.0	-7.8	-5.2	4.6	2.5	14.2	-12.9	-12.0
O=C(Nc1cccc([N+](=O)[O-])c1)c1ccc2nc(N3C(=O)CCC3=O)sc2c1	3.3	0.0	3.8	1.9	6.9	-1.0	0.8	6.5	6.7
Cc1ccc(NC(=O)Cc2nnc(SCC(=O)NC3CCCC3)n2C)cc1C	0.3	2.0	2.2	-1.8	22.4	-1.6	-3.9	1.7	5.9
Cc1ccc(-c2nc(CS(=O)(=O)CC(=O)NCc3ccc4c(c3)OCO4)c(C)o2)cc1	6.3	3.0	12.1	-2.4	2.9	2.7	4.7	2.4	10.1
N#Cc1c(NC(=O)COC(=O)C2CC3C=CC2C3)oc(-c2ccccc2)c1-c1ccccc1 (centres undefined)	69.4*	1.0	-9.4	-1.8	4.9	-2.3	19.0*	-5.7	-4.6
COc1ccc2nc(/C=N/NC(=O)[C@H](CCSC)NC(=O)OC(C)(C)C)ccc2c1	9.2	0.0	-7.4	0.7	2.6	3.8	0.4	12.0	11.7
O=C(O)c1cc(S(=O)(=O)N2CCOCC2)ccc1N1CCCCC1	0.5	4.0	-5.5	0.8	8.1	-0.1	-7.7	-0.7	3.7
Cc1cc(CN(C)C(=O)CC2C(=O)NCCN2Cc2ccc(-c3ccccc3)cc2)on1 (centres undefined)	8.9	0.0	-5.3	-1.0	?	2.5	2.1	-9.4	4.7
Next part
SMILES	HCV core dimer	GRK2 inh	procasp3 activ	CTSL1 counter	JMJD2C inh	PP5 primary	PP1 inh	proCasp7 act	VLA-4 inh
CN(Cc1ccccc1)C(=O)COC(=O)CCC(=O)c1ccc(F)cc1	.	31.0	-3.4	.	-8.9	.	.	5.4	5.4
COc1cccc(C(=O)CSc2nnc(-c3ccco3)n2CC2CCCO2)c1 (centres undefined)	0.8	0.0	3.1	-2.0	13.4	1.6	2.0	2.9	11.6
COc1ccc(CCNC(=O)COC(=O)Cc2cc(OC)c(OC)c(OC)c2)cc1	-1.2	0.0	2.1	-1.3	6.8	1.6	-1.0	-8.9	11.3
Cn1c(CNC2CCCCC2)nc2ccccc21	-16.7	0.0	4.6	5.3	-3.0	0.7	-6.4	-1.1	-4.1
NC(=O)Nc1ccccc1C(=O)NCCc1ccccc1	-7.2	0.0	6.0	2.6	-4.5	1.6	-2.0	-3.8	16.8
CCCCNC(C(=O)Nc1cccc(S(=O)(=O)N2CCOCC2)c1)c1ccccc1 (centres undefined)	-4.6	0.0	3.6	-2.2	-19.7	-2.8	-5.3	3.5	17.6

With a hit mark in HCV core dimer (from the list above):
molecule	HCV core dimer	GRK2 inh	procasp3 activ	JMJD2C inh	PP5 primary	VLA-4 inh
N#Cc1c(NC(=O)COC(=O)C2CC3C=CC2C3)oc(-c2ccccc2)c1-c1ccccc1 (centres undefined)	69.4*	1.0	-9.4	4.9	-2.3	-4.6

Hits appear at their usual frequency; any-hit rate near 2.6%.
